BaF3 tox: counter-screen for JAK2V617F inhibitors: parental Ba/F3 viability inhibitors | CellTiter-Glo ATP luminescence | inhibition, % at 5.6 µM | actives 1.1% (n = 220,000);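 active = inhibition above a per-campaign cutoff, the mean inhibition of all tested compounds plus 3 SD, cut at about 27% in these data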;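 also: 0% = DMSO wells and 100% = JAK Inhibitor I control wells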
TRPML3 ag: activates the human TRPML3 channel; HEK293 TRPML3-YFP, Fluo-8 calcium fluorescence; 100% = the carbachol control signal; activation, % at 3 µM; actives 0.29% (n = 220,000); AID 1448; Q8TDD5;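 active = activation above its plate's cutoff, the mean activation of the plate's test wells plus 3 SD, cut at about 12% in these data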;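 also: 0% = DMSO only wells and 100% = carbachol wells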
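system = HEK293 cells stably carrying human TRPML3-YFP | doses = one concentration, 3 µM nominal, 0.3% DMSO | timing = dye loading 1 h 37 °C then 30 min ambient, 125 s read | detection = Fluo-8 calcium dye fluorescence, ex 470-495, em 515-575 nm | benchmarks = high control carbachol 87 µM, low control DMSO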
EP2 mod: modulators of human EP2 prostaglandin E2 receptor | induction, % at 25 µM | actives 0.83% (n = 260,000) | EP2-expressing cells, cAMP HTRF FRET, PGE2 co-stimulation;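 active = compounds whose cAMP rise, as percent of the full-agonist control response, exceeds 60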;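 also: rat C6 glioma line stably carrying human EP2 under a CMV promoter; the protocol text gives 20 µM as final concentration; 100% = response of wells given 1 µM PGE2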
m-calpain inh: blocks pig calpain II enzyme activity. purified calpain II, fluorogenic peptide substrate, 30 min. inhibition, % at 16 µM. actives 0.37% (n = 220,000);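 active = inhibition above about 50%, limit read from the data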
TRPN1 ag: activates the zebrafish TRPN1 channel. HEK293 zebrafish TRPN1-YFP, Fluo-8 calcium fluorescence; 100% = response to 87 µM carbachol. activation, % at 3 µM. actives 0.18% (n = 220,000). AID 1424;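 active = activation above its plate's cutoff, the mean activation of test wells on that plate plus 3 SD, cut at about 19% in these data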;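 also: 0% = DMSO alone and 100% = 87 µM carbachol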
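System: zebrafish TRPN1-YFP in HEK293 cells / Dosing: 3 µM single point / Timing: dye loading 1 h at 37 °C, then 30 min room temperature / Signal: Fluo-8 calcium fluorescence, excitation 470-495 nm, emission 515-575 nm / Read-out basis: percent activation from peak over basal fluorescence ratio, control-normalized / Control set: high carbachol 87 µM, low DMSO alone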
Ba/F3 V617F tox: lowers viability of Ba/F3 cells expressing EpoR and JAK2V617F; ATP luminescence; inhibition, % at 5.6 µM; actives 1.1% (n = 220,000); AID 1446;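 active = inhibition above the campaign mean plus 3 SD over all tested compounds, cut at about 24% in these data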;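 also: cytokine-independent growth of Ba/F3 cells driven by EpoR plus mutant JAK2; 0% = DMSO-treated cells and 100% = JAK inhibitor I control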
S1P4 antagonist: antagonists of human S1P4 receptor; O95977; S1P4-expressing cells, antagonist mode, reporter read-out; inhibition, % at 4.98 µM; actives 0.26% (n = 220,000); AID 1510; in the data active = inhibition above about 29%;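 also: 0% = wells stimulated with agonist and 100% = vehicle wells without agonist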
PERK inh: human PERK inhibition, primary cell-based screen; CHO PERK-DD fusion, SEAP luminescence translation reporter; inhibition, % at 5.6 µM; actives 0.17% (n = 220,000); AID 1416;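 active = inhibition above the mean inhibition of all tested compounds plus 3 SD, set separately per screening campaign, cut at about 2.9% in these data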;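 also: PERK kinase domain activated by AP20187 dimerizer at 100 nM; 0% = DMSO with dimerizer and 100% = rapamycin at 8.4 µM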
Target sequence (Q9NZJ5 whole entry, looked up, the tested form may be a part): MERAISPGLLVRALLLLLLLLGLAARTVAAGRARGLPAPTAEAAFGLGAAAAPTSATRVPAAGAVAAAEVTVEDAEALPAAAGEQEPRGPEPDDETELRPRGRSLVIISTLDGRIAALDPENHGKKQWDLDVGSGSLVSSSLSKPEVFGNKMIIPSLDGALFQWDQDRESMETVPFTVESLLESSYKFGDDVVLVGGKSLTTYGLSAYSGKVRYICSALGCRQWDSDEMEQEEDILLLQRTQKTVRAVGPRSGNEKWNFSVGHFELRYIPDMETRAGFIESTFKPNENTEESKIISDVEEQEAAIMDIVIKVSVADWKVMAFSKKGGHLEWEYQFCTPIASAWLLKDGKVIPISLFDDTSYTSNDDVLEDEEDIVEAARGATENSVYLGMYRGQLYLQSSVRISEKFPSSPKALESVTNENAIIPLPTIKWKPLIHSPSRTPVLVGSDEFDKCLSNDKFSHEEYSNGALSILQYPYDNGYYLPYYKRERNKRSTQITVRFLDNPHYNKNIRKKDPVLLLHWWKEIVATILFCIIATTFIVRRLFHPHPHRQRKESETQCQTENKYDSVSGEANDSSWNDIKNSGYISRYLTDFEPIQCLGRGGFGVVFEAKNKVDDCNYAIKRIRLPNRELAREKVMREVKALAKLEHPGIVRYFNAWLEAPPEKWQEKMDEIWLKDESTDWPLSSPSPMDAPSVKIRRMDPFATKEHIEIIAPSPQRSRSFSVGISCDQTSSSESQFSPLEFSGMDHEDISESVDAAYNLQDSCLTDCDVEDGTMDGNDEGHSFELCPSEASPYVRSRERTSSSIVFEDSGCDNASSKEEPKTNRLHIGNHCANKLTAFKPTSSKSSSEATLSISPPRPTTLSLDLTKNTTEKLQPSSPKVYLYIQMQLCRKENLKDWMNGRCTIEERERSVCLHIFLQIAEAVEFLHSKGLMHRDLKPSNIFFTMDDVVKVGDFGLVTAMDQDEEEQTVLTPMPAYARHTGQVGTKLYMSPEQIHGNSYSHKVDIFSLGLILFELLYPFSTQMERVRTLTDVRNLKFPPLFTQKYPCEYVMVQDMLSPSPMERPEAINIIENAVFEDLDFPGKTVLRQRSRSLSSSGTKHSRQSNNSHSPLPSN
S1P4 ag: agonists of human S1P4 receptor; S1P4-expressing cell line, agonist reporter assay; activation, % at 4.98 µM; actives 0.35% (n = 220,000); in the data active = activation above about 11%;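 also: 0% = DMSO vehicle and 100% = reference agonist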
An asterisk follows results filed as active; & = joins results of further samples.

no. | structure | BaF3 tox | TRPML3 ag | EP2 mod | m-calpain inh | TRPN1 ag | Ba/F3 V617F tox | S1P4 antagonist | PERK inh | S1P4 ag
1 | COc1ccc(Cn2nnc3c(=O)[nH]c(C4CCN(C(=O)c5ccccc5Cl)CC4)nc32)cc1 | 6 | 0.7 | 46 | 1 | 1.3 | 3 | 12 | -0.7 | -0.6
2 | CC(=O)c1cn(N(C)c2ncc(C(F)(F)F)cc2Cl)c(=O)[nH]c1=O | 5 | -0.2 | -11 | -26 | 1.4 | -3 | -7 | 0.9 | -1.9
3 | Cn1c(N)c(C#N)c2c(c1=S)COC(C)(C)C2 | 4 | 0.5 | -33 | -13 | 1.0 | -2 | 2 | 0.6 | -0.2
4 | O=S(=O)(c1ccc2c(c1)OCCCO2)N1CCNCC1 | 6 | 0.3 | 9 | -31 | 0.8 | -6 | -1 | 0.6 | -0.8
5 | Cn1nnnc1SCc1ccc(Cl)cc1 | 3 | 0.4 | 22 | -24 | 0.3 | 2 | -17 | 0.8 | 1.1
6 | CC(=O)c1ccc(NC(=O)CSc2nccn2CCc2ccccc2)cc1 | 2 | 0.8 | -33 | 25 | 0.9 | -3 | -7 | -3.0 | 1.0
7 | CCN(CC(=O)NCc1cccs1)S(=O)(=O)c1ccc(NC(C)=O)cc1 | 4 | 0.9 | 13 | -3 | 0.4 | 0 | -10 | -0.6 | 1.0
8 | Cc1cc(C)c(Nc2ncccc2C(=O)O)c(C)c1 | 2 | 0.0 | 20&-2 | -25 | -0.1 | -1 | -14 | 0.2 | 0.1
9 | C/C=C(\C)CN1CCN(c2ccc(C)cc2)CC1 | 2 | 0.7 | 18 | 12 | -0.3 | -1 | 19 | 0.0 | 0.4
10 | O=C1N=C(N2CCOCC2)S/C1=C1\C(=O)N(Cc2ccccc2)c2ccccc21 | -1 | 1.0 | 16 | -11 | 1.5 | -4 | -6 | 0.1 | -1.0
11 | COc1ccc(C2C(C#N)=C(N)OC3=C2C(=O)CC(C)(C)C3)cc1 (configuration not stated) | 1 | -0.1 | 2 | -16 | -0.1 | 3 | -12 | -0.8 | 0.0
12 | O=C(Cn1ccc(=O)[nH]c1=O)Nc1ccc(C(=O)O)c(O)c1 | 0 | 0.3 | -17&-14 | 18 | -1.4 | 1 | -12 | -0.1 | 0.6
13 | O=C(O)c1cccc(CN2C(=O)SC(Nc3ccccc3)C2=O)c1 (configuration not stated) | 6 | 1.0 | 4 | -2 | 1.2 | -3 | 4 | 0.7 | -2.3
14 | COc1cccc(NC(=S)Nc2cc(C)cc(C)n2)c1 | 4 | -0.3 | -3 | 7 | -0.6 | 0 | 6 | -1.6 | -0.3
15 | COc1ccccc1N1CCN(C(=O)c2cc(-c3ccc(Br)cc3)on2)CC1 | 3 | -0.7 | -9 | 27 | 0.9 | 4 | -4 | 0.8 | 0.2
16 | O=S(=O)(c1cccc2cccnc12)N1CCCc2ccccc21 | -3 | 1.0 | 16 | 1 | 0.7 | 0 | -23 | 0.4 | 0.4
17 | COc1ccccc1CN1C[C@@H]2C[C@@H](c3cccc(C)n3)N3CCC[C@@]23C1=O | 11 | 0.6 | -1 | 26 | 0.5 | 2 | 13 | -0.7 | 0.8
18 | CC(C(=O)NCC1CCCCC1)N(C)CC(=O)Nc1ccc(N2CCOCC2)cc1 (configuration not stated) | 0 | 0.1 | 18 | -36 | 0.5 | -2 | 3 | 0.4 | -0.4
19 | CC1(C)CC(NS(=O)(=O)c2ccccc2)CC(C)(C)N1 | 1 | 0.7 | 12 | 6 | 1.7 | -1 | -1 | 1.5 | 0.9
20 | CC(=O)NCC(=O)OC(C(=O)c1ccccc1)c1ccc(Cl)cc1 (configuration not stated) | 1 | 0.8 | 17 | 32 | 0.8 | 1 | -11 | 0.6 | 0.5
21 | COc1cccc(C(=O)NCCC2=CCCCC2)c1OC | 2 | 0.2 | 33 | 0 | -0.5 | -1 | -8 | 0.2 | -1.5
22 | COc1cccc(-c2[nH]nc3c2C(c2ccsc2)C(C#N)=C(N)O3)c1 (configuration not stated) | 1 | 0.2 | -38 | 5 | 3.2 | 0 | -6 | 1.1 | 0.3
23 | CCn1nc(C(=O)OC2CCOC2=O)c2ccccc2c1=O (configuration not stated) | 0 | -0.2 | 6 | 17 | -1.1 | 1 | 4 | 1.1 | -0.9
24 | CCc1oc2ccccc2c1C(=O)CCN1CCCCC1 | 2 | 0.2 | 13 | -12 | 0.4 | 1 | -14 | -0.5 | -2.1
25 | Cc1cccc(NC(=S)N2CCC(c3nc4ccccc4o3)CC2)c1C | 0 | 0.0 | -35 | -10 | -0.3 | 0 | -14 | 1.1 | 1.1
26 | Cc1cc(N)n(-c2ccccc2)n1 | 2 | 1.2 | 1 | 3 | 0.0 | 2 | -15 | 0.9 | 1.0
27 | COc1ccc(-c2csc(-n3ncc(-c4ccccn4)c3N)n2)cc1 | 6 | 0.8 | -21 | 8 | 0.0 | 0 | -5 | 0.8 | 0.9
28 | COc1cc2c(C(=O)N3CCN(C)CC3)c(C)oc2cc1Br | 5 | 0.9 | 2 | -4 | 0.8 | 1 | -15 | -0.5 | 1.9
29 | C(=N\N(c1ccccc1)c1ccccc1)/c1ccc2c(c1)OCO2 | 0 | -0.4 | 38 | 11 | -1.8 | -4 | -9 | 0.6 | -0.9
30 | O=c1c2ccccc2nc(/C=C/c2c[nH]c3ccccc23)n1-c1ccc([N+](=O)[O-])cc1 | 9 | 0.4 | -20 | -10 | 0.7 | 0 | -3 | 0.0 | -1.8
31 | CN(C)CCCN(C(=O)c1ccc2c(c1)CCCC2)c1nc2c(F)cccc2s1 | 4 | 1.4 | -13 | 0 | 0.7 | -1 | 8 | -0.4 | 2.5
32 | COc1ccccc1C1CC(c2c(-c3ccccc3)c3cc(Cl)ccc3[nH]c2=O)=NN1S(C)(=O)=O (configuration not stated) | 4 | 0.9 | 22 | -72 | 1.3 | -2 | -12 | -0.3 | -0.5
33 | COc1ccc(C(=O)Nc2c(N)nc(SCC(=O)N3CCC(C)CC3)[nH]c2=O)cc1OC | 10 | 0.7 | 10 | 16 | 2.2 | 0 | -6 | 1.3 | -1.2
34 | O=c1[nH]c(Nc2nc3ccccc3o2)nc2c1CCCC2 | -1 | -0.3 | 23 | -31 | 3.7 | 1 | -25 | 0.1 | 1.1
35 | Cc1ccccc1C(=O)Nc1cccc(NC(=O)Cn2cnc3c(=O)n(C)c(=O)n(C)c32)c1 | 42* | -0.5 | -17 | -12 | -1.8 | 68* | -13 | 0.5 | -0.8
36 | CC(=O)c1ccc(N2CCN(C(=O)/C=C/c3cccs3)CC2)cc1 | 0 | 1.9 | -31 | 39 | 2.2 | 5 | -13 | 0.0 | -1.4
37 | CC(=O)c1ccc(S(=O)(=O)N2CCN(C)CC2)cc1 | 3 | 0.2 | 21 | 10 | 0.4 | 1 | -16 | -0.1 | 1.3
38 | CC(Sc1nc(NC(C)(C)C)nc(N(C)C)n1)C(=O)Nc1ccccc1 (configuration not stated) | 6 | -0.1 | 13 | -21 | -0.1 | 1 | -1 | 1.3 | 2.3
39 | C=CCNC(=S)N1CC2(C)CN(C(=S)NCC=C)CC(C)(C1)C2=O | -2 | 0.9 | -15 | 4 | -0.8 | -4 | 1 | 1.7 | -0.3
40 | Cc1cccnc1NC(=O)c1ccc([N+](=O)[O-])o1 | 3 | 0.9 | 6 | -195 | -0.9 | 2 | 1 | 0.2 | 2.4
41 | Cc1ccc(-c2nc(SCC(=O)N(C)C3CCS(=O)(=O)C3)[nH]c2-c2ccc(C)cc2)cc1 (configuration not stated) | -1 | 0.1 | 4 | -26 | -1.8 | -5 | 1 | -0.8 | -0.9
42 | COCCn1c(=NC(=O)c2sc3ccccc3c2Cl)sc2cc(S(N)(=O)=O)ccc21 | 7 | 0.3 | 33 | -35 | 2.4 | 2 | -33 | 0.7 | -0.1
43 | O=c1[nH]c2ccc(S(=O)(=O)N3CCN(c4ccc(F)cc4)CC3)cc2o1 | 2 | 1.9 | -27 | 5 | 1.1 | -2 | -7 | 1.9 | 1.0
44 | CCC(=O)N1CN(S(=O)(=O)c2ccc(C)cc2)CC1C (configuration not stated) | 8 | 0.3 | 2&3 | -2 | 1.8 | 5 | -5 | 0.3 | -1.0
45 | CN(C)S(=O)(=O)N1CCN(c2cccc(Cl)c2)CC1 | 1 | 2.5 | -32 | 17 | 1.2 | -1 | -12 | -0.6 | 0.3
46 | O=C(COC(=O)COc1ccc(Cl)cc1)NCc1cccs1 | 2 | -0.1 | -1 | 1 | -0.9 | 1 | -3 | 1.1 | 0.5
47 | CN(C)CCCOc1ccc2c(c1)Sc1ccccc1CC2=O | 6 | 0.6 | -44 | -50 | 1.0 | 1 | -5 | -0.8 | 0.1
48 | Cc1ccc(N2C(=O)N(c3ccc(C)cc3)C3CS(=O)(=O)CC32)cc1 (configuration not stated) | 4 | 0.7 | 12 | -15 | -0.2 | 1 | -15 | 0.3 | 3.4
49 | O=C(O)c1ccc(NC(=O)C2(c3ccccc3)CCCC2)cc1 | -1 | 1.1 | 18 | -10 | 1.2 | -4 | 4 | 1.7 | -0.2
50 | CN1C(=O)/C(=C/c2ccccc2OCc2ccc(C(=O)O)cc2)NC1=S | 2 | 0.6 | 26 | 16 | 0.0 | -3 | -30 | 1.6 | 1.0
51 | COc1ccc(-n2c(Cc3ccccc3)nnc2SCC(=O)N2CCCc3ccccc32)cc1 | 0 | -0.2 | 23 | 6 | -1.5 | -3 | -8 | -1.3 | -0.6
52 | COc1ccc(CC(=O)Nc2cc(S(=O)(=O)N3CCOCC3)ccc2N2CCOCC2)cc1 | 0 | 0.1 | -12 | 7 | -0.9 | 3 | -3 | -0.5 | 1.0
53 | Cc1nn(C)c(C)c1C1Nc2ccccc2C(=O)N1O (configuration not stated) | 4 | 0.2 | 16 | 5 | 0.2 | -2 | 5 | 1.2 | -1.0
54 | N#CC1=C(N)OC2=C(C(=O)CCC2)C1c1ccc(OC(=O)N2CCOCC2)cc1 (configuration not stated) | 4 | 0.1 | 7 | -19 | 1.9 | -1 | -1 | 0.0 | -0.8
55 | Cc1ccc(OCCCC(=O)Nc2ccc(S(N)(=O)=O)cc2)cc1 | 10 | 1.0 | -32 | -40 | 0.6 | 0 | -15 | 0.9 | 1.9
56 | COc1cc(NC(=S)NCCSc2ccc(C)cc2)cc(OC)c1 | 3 | -0.8 | -79 | 22 | -3.1 | -2 | 3 | 0.8 | 0.6
